# VLA-4 inh: inhibition in human VLA-4 binding assay, primary screen, VLA-4 allosteric modulator project, MLPCN library, flow cytometry, VLA-4 expressing cells | Integrin alpha-4 (Homo sapiens), P13612 | ligand binding flow cytometry | inhibition, % (about 7 µM as worked out from the volumes in the protocol) | 330,000 tested, 0.2% active; in the data active = inhibition above about 50%
# Yeast superoxide: reduction of superoxide in aged yeast, primary screen, HTS; S. cerevisiae aged cells, superoxide DHE fluorescence; active compounds read low; 330,000 tested, 0.18% active; superoxide response (% of plate mean), % at 10 µM;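 active = superoxide response under a set limit, about three screen SD below normal, cut at about 65% in these data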;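 also: yeast aged for seven days with compound at 30 °C before DHE staining; 100% = average MFI of all compound-treated wells on the plate with controls excluded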
# AGP1 TOR yeast: modulators of AGP1-GFP expression in yeast TOR pathway, primary screen, cell-based, multiplex flow cytometry, S. cerevisiae, MLPCN library | 320,000 tested, 0.02% active | 3 h; GFP as percent of DMSO wells | GFP response vs DMSO, % at 10 µM | AID 2066, 2009;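 active = GFP response relative to DMSO above a set limit, near screen average plus 3 SD, cut at about 150% in these data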;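 also: median GFP channel fluorescence of the gated AGP1 strain per well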
# GRK2 aptamer HTS: compounds blocking aptamer binding on GRK2 – biochemical, human GRK2, bead flow cytometry, HTS, primary screen | AID 488847, 2010 | FAM-aptamer displacement from GRK2 | inhibition of aptamer binding, % at 10 µM | 330,000 tested, 0.59% active | Beta-adrenergic receptor kinase 1 (Homo sapiens), P25098;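 active = inhibition of aptamer binding above 40%, roughly 3 SD of noise, on plates passing a quality check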;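 also: median bead fluorescence of bound FAM aptamer so fluorescent compounds give negative values; no value below 0 was filed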
# CIT2 TOR yeast: modulators of CIT2-GFP expression in yeast, primary screen, S. cerevisiae, GFP fusion, multiplex flow cytometry, MLPCN library; S. cerevisiae CIT2-GFP strain, 3 h; 100 means same as DMSO wells; GFP response vs DMSO, % at 10 µM; 320,000 tested, 0.065% active;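 active = GFP response relative to DMSO above a set limit, near the screen mean plus 3 SD, cut at about 150% in these data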;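 also: ratio of well median GFP fluorescence to mean of DMSO wells on the plate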
# Bcl-xL primary: inhibitors of human Bcl-xL, primary screen, biochemical, fluorescence polarization, HTS. 320,000 tested, 0.7% active. Bcl-2-like protein 1 (Homo sapiens), Q07817. GST-Bcl-xL / FITC-Bim BH3 peptide fluorescence polarization. inhibition, % at 10.9 µM;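 active = inhibition above the mean of all tested compounds plus 3 SD, cutoff set per campaign, cut at about 30% in these data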;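 also: 0% = DMSO wells and 100% = unlabeled Bim-BH3 peptide competitor; inhibitors lower millipolarization by displacing the labeled peptide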
# Target sequence (Q07817 whole entry, looked up): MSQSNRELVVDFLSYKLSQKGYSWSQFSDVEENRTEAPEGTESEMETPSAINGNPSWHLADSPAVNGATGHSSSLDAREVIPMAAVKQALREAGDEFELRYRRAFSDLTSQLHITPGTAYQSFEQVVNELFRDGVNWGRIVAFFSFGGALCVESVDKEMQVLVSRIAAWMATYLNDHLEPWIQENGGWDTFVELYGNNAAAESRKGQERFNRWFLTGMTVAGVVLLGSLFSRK
# MEX-5 binding: MEX-5 zinc finger RNA-binding disruptors – biochemical, C. elegans, fluorescence polarization, MLPCN library, primary screen; Zinc finger protein mex-5 (Caenorhabditis elegans), Q9XUB2; MEX-5/FITC-TCR2 RNA binding; active compounds read low; activity score (negative = inhibition of binding), % at 10 µM; 300,000 tested, 0.38% active; AID 1832, 2009;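 active = inhibition past about -25% in most replicates, and total fluorescence under double the plate's negative control median, limit read from the data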;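 also: 0% = DMSO and -100% = 5 µM competing unlabeled TCR2 RNA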
# Target sequence (Q9XUB2 whole entry, looked up): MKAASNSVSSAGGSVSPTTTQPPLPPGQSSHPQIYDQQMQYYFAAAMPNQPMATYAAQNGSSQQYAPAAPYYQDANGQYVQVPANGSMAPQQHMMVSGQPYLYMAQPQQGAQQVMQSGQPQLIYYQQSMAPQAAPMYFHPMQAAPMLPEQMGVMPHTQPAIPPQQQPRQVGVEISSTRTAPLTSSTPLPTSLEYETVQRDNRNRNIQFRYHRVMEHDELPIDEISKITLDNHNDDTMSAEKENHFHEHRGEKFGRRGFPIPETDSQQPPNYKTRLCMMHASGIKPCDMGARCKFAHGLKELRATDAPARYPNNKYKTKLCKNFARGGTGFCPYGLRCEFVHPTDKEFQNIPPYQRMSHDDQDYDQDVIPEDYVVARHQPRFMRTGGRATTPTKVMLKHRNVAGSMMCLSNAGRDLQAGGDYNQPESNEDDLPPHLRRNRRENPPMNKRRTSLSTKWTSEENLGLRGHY
# MCL1-BIM inh: inhibitors of MCL1 binding to BIM-BH3, primary screen, biochemical, fluorescence polarization; Induced myeloid leukemia cell differentiation protein Mcl-1 (Homo sapiens), Q07820; GST-MCL1 / FITC-Bim-BH3 fluorescence polarization; inhibition, % at 10.9 µM; 320,000 tested, 0.68% active; AID 2057, 2009;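 active = inhibition above the mean inhibition of all tested compounds plus 3 SD, set per campaign, cut at about 40% in these data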;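 also: 0% = DMSO wells and 100% = unlabeled Bim-BH3 peptide control; higher means more loss of mP so more displacement of Bim peptide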
# Target sequence (Q07820 whole entry, looked up): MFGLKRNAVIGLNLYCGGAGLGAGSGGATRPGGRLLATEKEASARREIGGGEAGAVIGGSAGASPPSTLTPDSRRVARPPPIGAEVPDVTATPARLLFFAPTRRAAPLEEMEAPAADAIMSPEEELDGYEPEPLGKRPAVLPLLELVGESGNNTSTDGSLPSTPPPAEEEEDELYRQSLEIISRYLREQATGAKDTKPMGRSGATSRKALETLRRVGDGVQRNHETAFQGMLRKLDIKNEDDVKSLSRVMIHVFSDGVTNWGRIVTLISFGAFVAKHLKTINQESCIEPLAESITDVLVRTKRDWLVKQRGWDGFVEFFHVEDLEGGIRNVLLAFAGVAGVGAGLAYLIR
# GLD-1 TGE inh: GLD-1/TGE RNA complex disruptors, primary screen, biochemical, fluorescence polarization. Female germline-specific tumor suppressor gld-1 (Caenorhabditis elegans), Q17339. purified GLD-1 + fluorescein TGE RNA. inhibition, % at 5.96 µM. 320,000 tested, 0.44% active;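 active = percent inhibition above a per-plate cutoff, the plate mean of test compounds plus 3 SD, cut at about 30% in these data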;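 also: 0% = DMSO wells with GLD-1 and probe and 100% = wells lacking GLD-1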
# Active calls of the source: *; x = no result given; + = active, no number.
SMILES,VLA-4 inh,Yeast superoxide,AGP1 TOR yeast,GRK2 aptamer HTS,CIT2 TOR yeast,Bcl-xL primary,MEX-5 binding,MCL1-BIM inh,GLD-1 TGE inh
CCOC(=O)N1CCN(C(=O)c2cc(COc3ccc(OC)cc3Cl)on2)CC1,-5,96,95,0,106,5,0.4,6,3
CC1CCN(C(=O)COC(=O)c2cc(=O)[nH]c3ccccc23)CC1,13,118,92,23,92,2,x,2,5
CCCCCSc1nc2c(c(=O)[nH]c(=O)n2C)n1C(C)C,0,97,92,0,93,7,-1.7,2,-4
CCOC(=O)Cn1nc(C)c(NC(=O)COc2ccccc2)c1C,4,108,97,7,98,-5,-0.5,0,9
COc1ccc(F)cc1S(=O)(=O)NCC1CCCO1 (centres undefined),2,102,96,0,93,6,-2.8,-2,-1
CN(CCOc1ccccc1)C(=O)c1ccc2c(c1)OCO2,8,88,103,3,98,2,x,-1,4
CCOC(=O)/C(=N\Nc1ccccc1Cl)N(C)C1CCCCC1,0,91,91,0,109,5,2.9,-1,-4
O=C(c1ccccc1)c1cccn1CC(=O)N1CCN(c2ccccc2)CC1,20,98,103,0,101,4,3.0,3,3
C/C(N)=C(/C#N)C(=O)CSc1nc(C2CCCCC2)n(-c2ccccc2)n1,5,99,91,3,97,-2,-4.5,-3,-5
Cn1c(COc2nnc(-c3ccc(Cl)cc3)c3ccccc23)nc2ccccc21,-99,98,97,0,97,3,0.9,7,-1
CCN(CC)CCCNC(=S)N1CCN(c2nc3ccccc3n2CC)CC1,-4,106,101,0,110,x,1.1,x,x
CCC(C)(C)n1nnnc1C(c1ccc(C)cc1)N1CCSCC1 (centres undefined),-9,98,92,0,94,3,-2.6,10,4
Cc1ccc(CNC(=O)C2CC(=O)OC23CCCC3)c(C)c1 (centres undefined),-5,137,95,0,77,5,1.0,11,3
COc1cccc(N2CC(C(=O)OC(C)C(=O)c3ccccc3)CC2=O)c1 (centres undefined),-8,116,106,0,80,1,1.5,-1,7
CCN1CCN(C(=O)c2cc(S(=O)(=O)N3CCCCC3)ccc2Cl)CC1,-4,89,106,2,108,2,0.8,1,5
COc1cc(OC)cc(-c2oc(=O)c3cc(OC)c(OC)cc3c2C(F)(F)F)c1,-11,91,106,0,103,x,x,x,-1
CC(C)CNc1oc(-c2ccccc2Cl)nc1C#N,7,98,93,0,108,4,-1.6,8,1
COc1ccc(-n2nc3c(N4CCC(C(=O)NCCc5ccco5)CC4)nnc(C)c3c2C)cc1,23,104,102,0,97,5,-1.6,5,1
COc1cccc(/C=C/c2ccncc2)c1OC,-4,89,110,0,101,1,1.7,-3,4
Cc1cccc(C(=O)OC(C)C(=O)NC2CCCc3ccccc32)c1O (centres undefined),-4,99,104,0,97,-4,0.1,6,11
CC(C)NC(=O)CN1C(=O)c2ccccc2S1(=O)=O,-2,104,110,0,113,5,0.4,+,6
COc1ccc(OC)c(S(=O)(=O)N2CCCCC2C(=O)N2CCN(c3ccccn3)CC2)c1 (centres undefined),4,79,94,0,98,-2,-2.0,-12,1
CCC(=O)N/N=C(\C)CC(=O)Nc1cccc([N+](=O)[O-])c1,0,101,92,4,99,2,-0.9,-2,4
CCn1cc(CN2CCC(n3nccc3NC(=O)c3ccc(OC)cc3)CC2)cn1,7,93,101,6,97,0,2.0,-5,1
C/C(=N\NC(=O)COc1ccccc1)c1ccc(O)cc1,10,102,90,3,88,-5,0.7,-9,-6
C1CCc2nnc(C3CC3)n2CC1,-54,102,104,3,106,5,1.0,6,-7
CCOC(=O)C(=O)c1c(-c2ccccc2)nc2ccccn12,4,92,95,0,93,2,0.1,0,-7
CCc1cc2c(=O)c(-c3cnn(-c4ccccc4)c3)c(C)oc2cc1OCC(=O)Nc1cccc(C)c1,6,96,109,14,105,6,1.9,4,-6
O=C(CC(Sc1ccccc1)c1cccs1)c1ccco1 (centres undefined),6,104,98,0,91,1,-3.7,11,4
O=C1c2ccccc2CCc2ccc(Br)cc21,4,89,98,0,97,1,x,-4,-2

# Reformatted bar-delimited: 14 of the compounds above.
SMILES | VLA-4 inh | Yeast superoxide | AGP1 TOR yeast | GRK2 aptamer HTS | CIT2 TOR yeast | Bcl-xL primary | MEX-5 binding | MCL1-BIM inh | GLD-1 TGE inh
CCN1CCN(C(=O)c2cc(S(=O)(=O)N3CCCCC3)ccc2Cl)CC1 | -4 | 89 | 106 | 2 | 108 | 2 | 0.8 | 1 | 5
COc1cc(OC)cc(-c2oc(=O)c3cc(OC)c(OC)cc3c2C(F)(F)F)c1 | -11 | 91 | 106 | 0 | 103 | x | x | x | -1
CC(C)CNc1oc(-c2ccccc2Cl)nc1C#N | 7 | 98 | 93 | 0 | 108 | 4 | -1.6 | 8 | 1
COc1ccc(-n2nc3c(N4CCC(C(=O)NCCc5ccco5)CC4)nnc(C)c3c2C)cc1 | 23 | 104 | 102 | 0 | 97 | 5 | -1.6 | 5 | 1
COc1cccc(/C=C/c2ccncc2)c1OC | -4 | 89 | 110 | 0 | 101 | 1 | 1.7 | -3 | 4
Cc1cccc(C(=O)OC(C)C(=O)NC2CCCc3ccccc32)c1O (centres undefined) | -4 | 99 | 104 | 0 | 97 | -4 | 0.1 | 6 | 11
CC(C)NC(=O)CN1C(=O)c2ccccc2S1(=O)=O | -2 | 104 | 110 | 0 | 113 | 5 | 0.4 | + | 6
COc1ccc(OC)c(S(=O)(=O)N2CCCCC2C(=O)N2CCN(c3ccccn3)CC2)c1 (centres undefined) | 4 | 79 | 94 | 0 | 98 | -2 | -2.0 | -12 | 1
CCC(=O)N/N=C(\C)CC(=O)Nc1cccc([N+](=O)[O-])c1 | 0 | 101 | 92 | 4 | 99 | 2 | -0.9 | -2 | 4
CCn1cc(CN2CCC(n3nccc3NC(=O)c3ccc(OC)cc3)CC2)cn1 | 7 | 93 | 101 | 6 | 97 | 0 | 2.0 | -5 | 1
C/C(=N\NC(=O)COc1ccccc1)c1ccc(O)cc1 | 10 | 102 | 90 | 3 | 88 | -5 | 0.7 | -9 | -6
C1CCc2nnc(C3CC3)n2CC1 | -54 | 102 | 104 | 3 | 106 | 5 | 1.0 | 6 | -7
CCOC(=O)C(=O)c1c(-c2ccccc2)nc2ccccn12 | 4 | 92 | 95 | 0 | 93 | 2 | 0.1 | 0 | -7
CCc1cc2c(=O)c(-c3cnn(-c4ccccc4)c3)c(C)oc2cc1OCC(=O)Nc1cccc(C)c1 | 6 | 96 | 109 | 14 | 105 | 6 | 1.9 | 4 | -6

# More compounds follow.
SMILES,VLA-4 inh,Yeast superoxide,AGP1 TOR yeast,GRK2 aptamer HTS,CIT2 TOR yeast,Bcl-xL primary,MEX-5 binding,MCL1-BIM inh,GLD-1 TGE inh
CCOC(=O)Cn1nc(-c2ccccc2)c2cnc3ccc(C)cc3c21,-23,100,105,0,116,-8,2.4,-1,7
COc1ccc(N/C(N)=N/c2nc(CSc3ccc(Cl)cc3)cc(=O)[nH]2)cc1,-2,107,110,0,103,5,0.3,1,1
O=C(c1ccco1)N1CCN(C(=O)c2cc(-c3ccncc3)nc3ccc(Br)cc23)CC1,-1,95,98,5,106,12,-3.8,6,1
Cc1ccccc1C(OCC(O)CN1CCN(CCO)CC1)c1ccccc1 (centres undefined),6,97,100,2,99,1,-1.4,1,0
NC(=O)CC(NC(=O)c1ccc(Br)cc1)c1ccc(N2CCN(c3ccccc3)CC2)c([N+](=O)[O-])c1 (centres undefined),3,102,89,0,91,1,0.6,5,2
CCCn1c(=O)c(C(=O)Nc2ncccc2C)c(O)c2ccccc21,18,94,105,0,99,3,-3.2,10,-1
COCCN(C(=O)CSc1nc2ccccc2c(=O)n1C(C)COC)c1c(N)n(Cc2ccccc2)c(=O)[nH]c1=O (centres undefined),5,94,100,2,97,3,-2.1,1,1
Cc1cc(C)n(CC(=O)NNC(=O)c2cncc(Br)c2)n1,-17,105,106,0,103,x,x,x,4
COc1ccc(C2C3=C(CCCC3=O)N(CC(=O)O)C3=C2C(=O)CCC3)cc1Cl,25,105,148,1,130,15,-2.0,30,-1
CC(=O)c1c(C)[nH]c(C(=O)NCCc2cccc(C)c2)c1C,-24,102,100,1,110,3,-1.2,-1,1
COc1ccccc1CNC(=O)CN1C(=O)N(C)C2(CCCCC2)C1=O,-23,112,86,0,90,-3,x,1,0
COc1cccc(NCc2nnc(SCC(=O)N(C)C3CCS(=O)(=O)C3)n2C2CCCCC2)c1 (centres undefined),2,114,81,0,96,0,0.0,-1,4
CC(C)C[C@H](NC(=O)N1CCn2c1nc1ccccc12)C(=O)N[C@@H](Cc1ccccc1)C(=O)O,-11,88,107,0,108,0,0.3,0,2
Cn1nc(C(=O)NCc2ccccc2Cl)c2c1-c1ccccc1S(=O)(=O)C2,-7,113,103,3,99,3,-0.1,3,6
COc1ccc(C(=O)Nc2ccc(C3CC3(Cl)Cl)cc2)cc1 (centres undefined),3,127,95,4,102,-1,2.3,1,5
Cc1nc2c(ncn2-c2ccccc2)c(=O)n1NC(=O)CN1CCN(C)CC1,28,95,101,0,94,3,-2.0,7,3
COc1cccc2c(=O)cc(C)n(CC(=O)Nc3ccc(Br)cc3)c12,9,109,108,0,102,-1,-1.5,-1,0
CCOC(=O)/C(C#N)=C/c1c(N2CCN(CC)CC2)nc2c(C)cccn2c1=O,26,120,105,0,108,15,-5.0,14,-7
Cc1csc2ncc(C(=O)Nc3ccc4c(c3)OCCO4)c(=O)n12,17,105,92,2,86,-2,-3.8,0,10
CCOCCCNC(=O)C1CC(=O)N(CCc2ccccc2)C1 (centres undefined),-86,99,93,2,94,4,-1.7,9,3
C=CCn1c(SCc2ccc(C(=O)OC)cc2)nnc1-c1sc(N)nc1C,5,92,97,x,99,-2,0.9,-5,7
c1ccc(COc2ccc(CNn3cnnc3)cc2)cc1,15,82,98,0,99,5,3.4,0,0
CCN(CC(=O)Nc1c(F)cccc1F)C(=O)CNC(=O)c1sc2ccccc2c1Cl,-1,101,103,0,96,3,x,17,5
CCN(CC)CCNc1cc(C)c(C#N)c2nc3ccccc3n12,-5,91,83,1,105,33*,-6.9,35,32*
C#CCNC(=O)C1=C[C@H](C)C[C@H](OCc2ccc(CO)cc2)O1,-1,103,84,0,85,1,2.3,1,4
Cc1cccc(N(C)Cc2nnc(-c3cccc(Br)c3)o2)c1,22,103,98,0,99,-2,-0.2,2,4
O=C(CSc1ccc2c(c1)OCCO2)NCc1ccccc1,33,87,111,2,95,4,-1.9,1,1
O=C(c1cnccn1)N1CCN(S(=O)(=O)c2ccc3ccccc3c2)CC1,1,95,105,4,107,-7,2.1,-11,-5
Cc1ccccc1NC(=O)Cn1nnc(-c2ccc(CN3CCC(C)CC3)cc2)n1,2,92,100,0,89,6,-1.3,-4,4
C=CCn1c(=O)c2ccc(C(=O)NCc3ccccc3)cc2n(Cc2ccccc2Cl)c1=O,11,84,70,0,78,1,-0.5,-3,2

# Screening results: PubChem BioAssay, several laboratories
